# ERG-DNA inh: inhibitors of human ERG Ets domain-DNA interaction | P11308 | fluorescence polarization, His-ERG Ets domain / labelled DNA | Potency, µM (titrated, usually from 76.9 µM), without a hit: at the highest dose FP activity, negative = inhibition, most hits filed as inhibitors | 370,000 compounds, 0.028% hits | AID 624246; active means well fitted inhibition curve with a large enough effect in the polarisation, with a control signal flat; inconclusive means small, poorly fitted or top-dose-only effect, or effect the other way, or a change in a side signal; inactive means no such curve, though single readings can be large or run the other way; the % refers to the polarisation;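 further: polarization taken with two DNA probes labelled with fluorescein and Texas red; potency means the concentration at half of the fitted maximal effect; % of control where 0% means no effect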
#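 His-tagged ERG Ets domain (1 uM in the protein solution; 300mM KCl, 50mM Tris-HCl, 1mM EDTA, 1mM DTT, pH 7.5) received compound, then a probe mix of 5 nM fluorescein-DNA and 100nM Texas-615-DNA. Fluorescence polarization was read for both dyes.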
# Vif-A3F inh: inhibitors of Vif-A3F interaction; HeLa A3F-eYFP + Vif (tagged APOBEC3F with the HIV-1 protein that degrades it), YFP fluorescence increase; Potency, µM (series often up to 46.1 µM), without a hit: top-dose activity, negative = active; 390,000 compounds, 0.2% hits; AID 602313; further: potency means the concentration at half of the fitted maximal effect; % of control where 0% means no effect; nearly all actives have a fitted effect of over 65% in size
#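 Fluorescence increase (Ex 488/Em 500-530) after overnight compound treatment at 37 deg C flags inhibition of Vif-driven A3F-eYFP loss in stable HeLa A3F-eYFP/Vif cells seeded overnight beforehand.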
# Vif-APOBEC3G blk: blocks the Vif interaction with human APOBEC3G; AID 602310; Potency, µM (highest dose often 46.1 µM), inactives show top-dose activity, negative = active, most hits filed as inhibitors; HeLa A3G-eYFP + Vif (tagged APOBEC3G with the HIV-1 protein that degrades it), YFP fluorescence, overnight; Q9HC16; 410,000 compounds, 0.076% hits;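 further: potency means the concentration at half of the fitted maximal effect; on the % scale 0 is the no-effect control and ±100 the full control effect; nearly all actives have a fitted effect of over 60% in size; hits raise eYFP signal because A3G escapes Vif-driven loss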
#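 Read-out is eYFP fluorescence (Ex 488/Em 500-530) from Vif-expressing HeLa A3G-eYFP cells; more signal means A3G escaped Vif-mediated degradation. Cells plated overnight, compound pinned in, incubated overnight at 37 deg C.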
# LDHA block: LDHA (human) enzyme inhibition. P00338. purified LDHA, NADH/diaphorase-resazurin fluorescence; active compounds read low. activity change, % (values are at about 110 or 230 µM). 480,000 compounds, 0.15% hits; in the data active means activity change below about -30%; inconclusive means mostly about -25% to -30%;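 further: plate controls were DMSO wells for no effect and wells without enzyme for full effect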
#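 Enzyme activity of human lactate dehydrogenase 5 (2 nM; 0.06 mM NADH, 0.2 mM pyruvate, 5 min, RT) is measured via a resazurin/diaphorase fluorescence readout of residual NADH.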
# D2 agonist: agonists of human D2 dopamine receptor; 340,000 compounds, 0.53% hits; P14416; activation, % at 2 µM; HEK293 T-REx D2 cells, calcium flux agonist mode;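 active means activation over 3 SD above normal in the single-dose calcium agonist read, cut at about 30% in these data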; further: 0% is about no effect
# Target sequence (P14416 whole entry, looked up): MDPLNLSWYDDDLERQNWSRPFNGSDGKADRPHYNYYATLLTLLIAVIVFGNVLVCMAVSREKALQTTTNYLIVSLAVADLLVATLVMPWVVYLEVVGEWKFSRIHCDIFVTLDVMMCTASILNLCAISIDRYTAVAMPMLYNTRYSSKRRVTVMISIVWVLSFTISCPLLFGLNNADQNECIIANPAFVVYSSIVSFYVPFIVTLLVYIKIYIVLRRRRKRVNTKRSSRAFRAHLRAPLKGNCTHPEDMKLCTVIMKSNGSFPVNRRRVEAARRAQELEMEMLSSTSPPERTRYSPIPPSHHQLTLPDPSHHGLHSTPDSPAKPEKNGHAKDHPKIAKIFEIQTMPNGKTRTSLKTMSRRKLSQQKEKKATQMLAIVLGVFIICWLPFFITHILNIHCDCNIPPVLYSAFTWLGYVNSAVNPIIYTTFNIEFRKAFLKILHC
#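 Agonism scored from kinetic calcium signal (1 read/sec, 180 s) following compound pin transfer, after a 10 s baseline. Cells: HEK293 Trex line expressing inducible D2 receptor coupled to calcium, dye-loaded after overnight culture at 30 C.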
# GRP78 ERSR act: induces the endoplasmic reticulum stress response in human glioma cells; U87-MG GRP78 promoter luciferase reporter, 16 h; 420,000 compounds, 0.02% hits; Potency, µM, without a hit: at the highest dose activation, hits mostly activators; further: potency means the concentration at half of the fitted maximal effect; series mostly up to about 76 µM; % of control where 0% means no effect; nearly all actives have a fitted effect of over 35% in size
#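 Stably transfected U87-MG human glioma cells carrying a GRP78-based luminescent sensor were seeded at 1000 cells/well, pin-dosed with compounds and incubated 16 h. Luciferase reagent was then added, and end-point luminescence was read after 10 min at room temperature.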
# RGS4 inhibitor: inhibitors of human regulator of G protein signaling 4; AID 504845; P49798; 390,000 compounds, 0.039% hits; Transcreener GDP fluorescence polarization, RGS4-accelerated GTP hydrolysis; Potency, µM (doses to about 114 µM), for the others: at the highest dose activity change, negative = inhibition, most hits filed as inhibitors; further: potency means the concentration at half of the fitted maximal effect; on the % scale 0 is the no-effect control and ±100 the full control effect; nearly all actives have a fitted effect of over 75% in size; some results filed as inactive show a strong effect at the top dose
#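 MLSMR compounds (23 nl, pin-transferred) preincubated 10 min at room temperature with a 500nM (2x) first reagent, then RGS4 at 900nM (2x) plus Transcreener GDP mix added; fluorescence polarization (620/688 nm) read before and after 90 min at 30 °C.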
# 12-LOX inh: blocks human arachidonate 12S-lipoxygenase; 580,000 compounds, 1.1% hits; Potency, µM (doses to about 108 µM), for inactives: at the highest dose activity change, negative = inhibition, usual class: inhibitors; purified 12hLO, xylenol orange hydroperoxide absorbance; P18054; further: potency means the concentration at half of the fitted maximal effect; on the % scale 0 is the no-effect control and ±100 the full control effect
# Target sequence (P18054 whole entry, looked up): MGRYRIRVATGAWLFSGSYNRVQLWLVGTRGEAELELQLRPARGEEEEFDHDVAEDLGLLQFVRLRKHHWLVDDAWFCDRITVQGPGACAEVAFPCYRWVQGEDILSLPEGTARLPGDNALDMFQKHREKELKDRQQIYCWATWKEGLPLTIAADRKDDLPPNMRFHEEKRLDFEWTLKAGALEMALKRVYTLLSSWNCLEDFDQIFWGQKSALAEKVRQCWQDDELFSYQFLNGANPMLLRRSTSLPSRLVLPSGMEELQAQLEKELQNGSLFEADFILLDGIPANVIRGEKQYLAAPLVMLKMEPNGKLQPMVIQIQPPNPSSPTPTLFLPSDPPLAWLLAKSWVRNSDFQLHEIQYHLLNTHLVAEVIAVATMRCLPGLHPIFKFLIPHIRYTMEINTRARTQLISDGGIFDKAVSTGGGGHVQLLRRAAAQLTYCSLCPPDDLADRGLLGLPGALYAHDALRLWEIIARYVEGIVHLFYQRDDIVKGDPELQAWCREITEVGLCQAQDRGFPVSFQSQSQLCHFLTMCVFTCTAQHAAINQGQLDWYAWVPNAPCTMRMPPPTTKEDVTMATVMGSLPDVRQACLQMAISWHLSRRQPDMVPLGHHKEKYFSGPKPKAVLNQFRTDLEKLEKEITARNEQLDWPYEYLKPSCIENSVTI
#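 Purified human 12hLO at 150 nM in 25 mM Hepes, 0.01% Triton X-100, pH 7.0, preincubated 15 min at room temperature with compound. Reaction started with 40 uM arachidonic acid, 30 min at room temperature. Hydroperoxide measured by Fe-xylenol orange, 573/405 nm absorbance ratio.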
# D2 antagonist: D2 dopamine receptor (human) antagonism; HEK293 TREx D2 cells, calcium flux, dopamine EC80; inhibition, % at 10 µM; 340,000 compounds, 2% hits; AID 485344; in the data active means inhibition above about 30%; further: 0% is about no effect
#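 Dopamine at EC80 is the agonist stimulus; test compounds precede it by 180 s. Calcium flux read kinetically in a force-coupled, inducible HEK293 T-REx D2 cell line.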
# The depositor's hits bear a star; ? = inconclusive; / = not tested or not shown; & = joins results of further samples; [ ] = remark or other dose. Unless noted, the call rests on the fitted dose curve; in most records, active means well fitted curve in the direction sought with a large enough effect; inconclusive means small, poorly fitted or top-dose-only effect, or another doubt; inactive means no such curve, though single readings can be large; an effect the other way counts as inactive or inconclusive. An excerpt, so the mix of outcomes need not match the whole.
SMILES,ERG-DNA inh,Vif-A3F inh,Vif-APOBEC3G blk,LDHA block,D2 agonist,GRP78 ERSR act,RGS4 inhibitor,12-LOX inh,D2 antagonist
O=C(/C=C\c1cn(-c2ccccc2)nc1-c1ccc2c(c1)OCCO2)N1CCOCC1,3%,-1%,0%,-9,0.7,-1%,-20%,-18%,17
CCOCCCNC(=O)C(NC(=O)CNC(C)=O)c1ccc(C)cc1 (configuration not stated),-1%,-9%,1%,-6,0.6,-9%,23%,2%,1
CCc1ccc(-n2nc(CO)c(C(=O)NCc3ccccn3)n2)cc1,0%,-5%,-2%,2,/,0%,-9%,-1%,/
CC(NC(=O)c1ccccc1NC(=O)CN1CCN(c2ccccc2O)CC1)c1ccccc1 (configuration not stated),0%,-6%,-4%,9,-0.3,-2%,10%,0%,-12
CCCCN(C)C(=O)CN1C(=O)c2cccnc2Oc2ccc(Cl)cc21,2%,-6%,-1%,-25,-0.5,-2%,26%,?,/
COc1cccc(-n2c(Cc3cc(=O)[nH]c(=O)[nH]3)nnc2SC(C)C)c1,10%,-10%,-1%,-1,1.0,-4%,-18%,-10%,26
NC(=O)CS(=O)(=O)c1nc2ccccc2n1Cc1ccccc1F,-1%,-3%,4%,-13,1.0,-4%,21%,0%,-19
CCc1c(C)sc(NC(=S)N2CCN(C(=O)C3CCCO3)CC2)c1C(=O)OC (configuration not stated),-10%,-4%,0%,0,-2.9,-3%,-23%,?,17
COc1cccc(CNC(=O)CN2C(=O)CCCc3ccccc32)c1OC,-7%,-5%,-3%,-7,-0.4,-1%,10%,2%,/
CCN(CC(=O)Nc1c(F)cccc1F)C(=O)C1CC1,-9%,4%,0%,-5,0.1,-3%,0%,0%,-5
COc1ccc(S(=O)(=O)N2CCC(C(=O)NCc3ccc(C)cc3)CC2)cc1,-10%,-10%,0%,-5,-0.1,-2%,-25%,-18%,34*
COCCNC(=O)Cn1nc(-c2ccccc2)c2ccccc2c1=O,-6%&3%,-7%&1%,-1%&2%,-2&0&0,1.1&-0.4,1%&-1%,34%&17%,?,7
CCN1C(=O)[C@H]2[C@@H](c3ccc(C)cc3)N3C(=O)N(c4ccc(OC)cc4)C(=O)[C@@]3(Cc3ccc(Cl)cc3)[C@H]2C1=O,-5%,10%,-12%,-7,1.3,-4%,4%,2%,3
Cc1cc(C)c(S(=O)(=O)N2CCN(c3ccc([N+](=O)[O-])c(NCc4ccco4)c3)CC2)c(C)c1,/,-2%,2%,2,-0.8,-2%,-14%,-6%,-2
CCCc1cc(NCCCCO)n2c(nc3ccccc32)c1C#N,-6%,3%,1%,1,0.0,-4%,-3%,0%,2
COc1ccc(NC(=O)Cc2nnc(SCC(=O)NC3=NCCS3)n2C)cc1,7%,12%,1%,-4,1.2,4%,-2%,?,-9
CCN(CC)S(=O)(=O)c1cc(NC(=O)COC(=O)c2sc3ccccc3c2Cl)ccc1C,1%,-1%,0%,-11,0.5,-1%,16%,-13%,-3
O=C(N/N=C(\c1ccccc1)c1cccnc1)C(O)(c1ccccc1)c1ccccc1,-7%,-6%,3%,-3,/,3%,1%,68%[activator],/
CN(CC(=O)Nc1ccccc1N1CCOCC1)S(=O)(=O)c1ccc(F)cc1,-5%,/,-2%,1,0.4,0%,-43%,?,15
CC(=O)c1cccc(NC(=O)C2Cc3c(-c4ccccc4)ccnc3O2)c1 (configuration not stated),/,/,-6%,-5,/,-3%,/,?,/
Cc1cc(C)c(S(=O)(=O)N2CCCCC2CCNC(=O)C(=O)NCc2ccccn2)c(C)c1 (configuration not stated),2%,3%,0%,-5,-0.2,-3%,-17%,?,1
CSc1nc2ccc(NC(=O)c3ccc(F)c(F)c3)cc2s1,-8%,9%,2%,-2,2.3,7%,-10%,-1%,-11
CC[C@H](C)[C@H](NC(N)=O)C(=O)NCCc1ccc(OC)cc1,-10%,-16%,5%,-4,-0.3,-4%,12%,-2%,11
Cn1cnc2c(=O)[nH]cc([N+](=O)[O-])c21,-12%,2%,0%,0,-0.5,0%,0%,-12%,-5
O=C(NCCO)c1ccc(-c2nnc(N3CCOCC3)c3ccccc23)cc1,-8%,3%,4%,-11,0.3,-5%,-3%,-8%,-3
COc1cc(NC(=S)NC(=O)c2ccco2)ccc1NC(=O)C(C)C,1%,6%,-3%,-8,0.9,3%,3%,-26%,-4
CCc1ccccc1NC(=O)c1ccc2c(O)c(S(=O)(=O)c3ccc(OC)cc3)c(=O)[nH]c2c1,7%,1%,2%,-1,0.1,-2%,-19%[56.9 µM],25%,3
CCOc1ccccc1NC(=S)/C(=C(\[O-])c1ccc2c(c1)OCCO2)[n+]1ccc(CC)cc1,0%,-3%,-1%,9,0.6,-4%,1%[56.9 µM],-6%,18
Cc1noc(C)c1NC(=O)N(C)C[C@H]1Oc2c(NS(=O)(=O)c3cccs3)cccc2C(=O)N([C@H](C)CO)C[C@@H]1C,16%,-1%,1%,2,/,-4%,-2%,-2%,/
Cc1ccccc1-c1ccc(CN2CCN(C)C(CCO)C2)cc1 (configuration not stated),-9%,-2%,-4%,-1,0.6,2%,-9%,?,-14
O=C(CCSc1nc(-c2ccco2)cc(C(F)(F)F)n1)Nc1cccc(O)c1,-4%,1%,1%,3,/,-2%,18%,-18%,/
O=C(NCCc1c[nH]c2ccccc12)OCCCCOC(=O)NCCc1c[nH]c2ccccc12,11%,1%,-2%,1,0.5,-10%,12%,-16%,5
COc1ccc(-n2nnc3c(=O)n(Cc4cc(C)ccc4C)cnc32)cc1,-2%,-1%,2%,-2,1.2,-3%,18%,6%,-15
Cc1nc2cc(-c3ccccc3)nn2c(C)c1CCC(=O)NCc1cccc(Cl)c1,5%,6%,-4%,-3,/,-5%,-15%,-24%,/
CCC1C(=O)Nc2nc(-c3ccccc3)c(-c3ccccc3)n2N=C1C (configuration not stated),-6%,-1%,-11%,-4,-0.9,-4%,-9%,-4%,12
CC(C)c1ccc(NC(=O)c2cccc(Br)c2)cc1,-3%,0%,-2%,2,0.3,2%,-4%,-2%,-14
O=C(Cn1c(NCCO)nc2ccccc21)NCCc1ccc(F)cc1,3%,-18%,1%,-2,0.4,4%,-43%,-4%,-14
O=C(N/C(=C\c1cccc([N+](=O)[O-])c1)C(=O)N(CCO)CCO)c1ccco1,2%,8%,0%,0,0.7,-3%,27%,9%,-4
COc1ccc(Oc2nc3c(c(=O)n(C)c(=O)n3C)n2Cc2ccc(Cl)cc2Cl)cc1,1%,0%,2%,-6,-0.2,-3%,19%,-21%,/
O=C(CSc1nnc(-c2cccs2)n1-c1ccccc1)NCC1CCCO1 (configuration not stated),-5%,/,1%,-6,-0.1,-3%,-4%,-29%,-10
Cc1ccc(S(=O)(=O)Oc2ccc(/C=N/NC(=O)c3ccncc3)cc2)cc1,-26%,-11%,-5%,1,-0.4,-10%,-13%,1%,-6
Cc1cccc(CCn2c(=O)c3ccccc3n(Cc3cccc(F)c3)c2=O)c1,-1%,-12%,3%,-5,0.5,-3%,11%,0%,/
O=C1NC(=S)SC1=Cc1cccs1,37%[activator],3%,-9%,-22,/,0%,-41%,?,/
CN1CCN(C(CNC(=O)C(=O)NC2CCCCC2)c2ccc(F)cc2)CC1 (configuration not stated),10%,-11%,0%,-6,0.3,-3%,18%,-6%,-1
COc1cccc(NC(=O)C(Cc2ccccc2)NC(=O)C2CCC(C)CC2)c1 (configuration not stated),/,0%,-6%,1,-2.1,-1%,-7%,4%,3
COc1ccc(NC(=O)CSc2nc(C3CC3)nc3ccccc23)cc1,9%,7%,-25%,-3,-0.4,-4%,-39%,-5%,14
COc1cccc(CNC(=O)Cn2nc3c(cc2=O)CCCC3)c1OC,3%,0%,2%,-11,-1.1,-2%,18%,-20%,/
COc1ccc(N2C(=O)NC3CC2(C)Oc2ccccc23)cc1OC (configuration not stated),-1%,-16%,?,0,/,-2%,38%,4%,/
NC(=O)C1=C(c2ccccc2)c2ccccc2C1=O,6%,-9%,-11%,22,/,-11%,?,?,/
O=C(OCc1nnc(-c2ccc([N+](=O)[O-])cc2)o1)c1ccc(F)c(S(=O)(=O)N2CCOCC2)c1,12%,-1%,0%,3,-0.3,-2%,-31%,0%,-31
CCCc1[nH]nc2c1C(c1cccc(OC)c1)C(C#N)=C(N)O2 (configuration not stated),2%,3%,2%,1,/,3%,-13%,16%,/
CCCCc1nc(Cl)c(C#N)c2c1CSC(C)(C)C2,3%,-1%,-1%,2,-0.9,-1%,18%,-2%,15
COc1ccc(S(=O)(=O)N2CCCCCC2)cc1C(=O)Nc1ccc(C(=O)N(C)C)cc1,-12%,-13%,1%,-6,0.0,-4%,-29%,9%,-1
Cc1cccnc1C(NC(=O)C1CCN(Cc2ccc(Oc3ccccc3)cc2)CC1)c1ccc(F)cc1 (configuration not stated),/,/,-6%,0,/,-4%,/,?,/

# Marked active in D2 antagonist, among the entries above:
Molecule	ERG-DNA inh	Vif-APOBEC3G blk	LDHA block	RGS4 inhibitor	12-LOX inh	D2 antagonist
COc1ccc(S(=O)(=O)N2CCC(C(=O)NCc3ccc(C)cc3)CC2)cc1	-10%	0%	-5	-25%	-18%	34*
